Source: PubChem BioAssay
TAG inh: inhibitors of triacylglycerol accumulation, primary screen, cell-based, uHTS, fluorescence, H9c2. H9c2 cells, Nile Red lipid (TAG) fluorescence; cells loaded with 200 µM oleic acid. inhibition, % at 12.5 µM. hit rate 0.66% among 230,000. AID 651582, 2012;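 active means pattern-corrected inhibition of lipid staining of at least 50% with the nuclear-stain viability signal not falling by more than 50%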;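 further: 0% = DMSO wells and 100% = triacsin C control wells; some results filed as inactive read as strong as hits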
TAG inh DAPI viability: second read-out of TAG inh, no call of its own (marks repeat the call); DAPI nuclei signal change (viability), lower = more cytotoxic, %;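 whole-well DAPI fluorescence read on a plate reader as a viability signal; minus 50 percent equals half of cells still viable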
Starred values were filed as active, the others as inactive. An excerpt (hit frequency here may not be typical).

SMILES	TAG inh	TAG inh DAPI viability
O=C(CCN1CCN(CCO)CC1)N1c2ccccc2Sc2ccc(C(F)(F)F)cc21	2.9	9.8
